PGC1a acetyl inh: modulators of PGC1a acetylation. U2OS PGC1a acetylation, AlphaScreen anti-acetyl-lysine; with virally co-expressed GCN5 acetyltransferase. inhibition, % at 15.6 µM. hit rate 0.17% among 350,000. AID 651687;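 active = every replicate shows inhibition of at least 40%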;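 also: 0% = neutral control wells and 100% = positive control wells; some results beyond the cut were filed as inactive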
Cneo AK release: causes C. neoformans cell lysis; adenylate kinase release luminescence, 4 h; normalised: neutral wells 0, clomiphene wells 100; lysis activity, % at 15 µM; hit rate 0.2% among 360,000; AID 651654;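 active = mean lysis activity across replicates of at least 80%, whatever share of replicates individually reach that level; inactive = mean lysis activity below 80%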
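Assay system: Cryptococcus neoformans yeast cells / Dosing: single-point compound dose / Timing: 4 h at 37 °C static, read 1 h later / Measured by: luminescence of released adenylate kinase using an AK detection reagent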
PglD inh: inhibitors of Campylobacter jejuni PglD acetyltransferase. inhibition, % at 12.5 µM. purified PglD enzyme, DTNB colorimetric CoA detection. AID 602405. hit rate 0.098% among 360,000; in the data active = inhibition above about 16%, passing the limit was not always enough; also: strong numbers were not always called active
miR-122 sensor: blocks miR-122 activity in Huh7 sensor cells. Huh7 miR-122 Renilla luciferase sensor, 48 h; neutral wells = 0, positive control = 100. activation (reporter increase), % at 12.5 µM. hit rate 0.3% among 340,000;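 active = mean replicate activation score at least 90 and every replicate individually at or above 90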;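 also: higher luciferase means less miR-122 activity so hits act as miR-122 inhibitors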
ERAP1 inh: blocks human ERAP1 aminopeptidase activity | Q9NZ08 | recombinant ERAP1, Leu-AMC fluorescence, 60 min | inhibition, % at 10.7 µM | hit rate 0.15% among 340,000;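 active = mean replicate inhibition of at least 30%, or all replicates individually reaching that 30% level; inactive = mean below 30% and not every replicate reaching it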;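 also: 0% = neutral control wells and 100% = L-leucinethiol positive control wells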
RAD54 branch: RAD54 (human) branch migration inhibition; RAD54 Holliday junction branch migration, FAM/BHQ fluorescence; inhibition, % at 10.4 µM; hit rate 0.14% among 360,000; AID 602329;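 active = mean normalized replicate activity at least 40 and at least half of replicates scoring 40 or more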;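 also: 0% = median of neutral control wells and 100% = median of positive control wells; inhibitors cause a drop in the FAM fluorescence signal; in these data hits start at about 50%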
E-selectin induc: induces E-selectin expression in human endothelial cells. HUVEC E-selectin immunofluorescence imaging; normalized: neutral wells 0, TNF-alpha wells 100. hit rate 0.37% among 260,000. activation, % at 7.58 µM;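 active = mean E-selectin-positive cell signal at least 10% of the positive control, reached in at least 60% of replicates, without over 20% cell loss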;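 also: in these data hits start at about 27%; measured in HUVEC primary endothelial cells; signal is the percent of cells scored E-selectin positive by PE staining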
Target sequence (P16581 whole entry, looked up): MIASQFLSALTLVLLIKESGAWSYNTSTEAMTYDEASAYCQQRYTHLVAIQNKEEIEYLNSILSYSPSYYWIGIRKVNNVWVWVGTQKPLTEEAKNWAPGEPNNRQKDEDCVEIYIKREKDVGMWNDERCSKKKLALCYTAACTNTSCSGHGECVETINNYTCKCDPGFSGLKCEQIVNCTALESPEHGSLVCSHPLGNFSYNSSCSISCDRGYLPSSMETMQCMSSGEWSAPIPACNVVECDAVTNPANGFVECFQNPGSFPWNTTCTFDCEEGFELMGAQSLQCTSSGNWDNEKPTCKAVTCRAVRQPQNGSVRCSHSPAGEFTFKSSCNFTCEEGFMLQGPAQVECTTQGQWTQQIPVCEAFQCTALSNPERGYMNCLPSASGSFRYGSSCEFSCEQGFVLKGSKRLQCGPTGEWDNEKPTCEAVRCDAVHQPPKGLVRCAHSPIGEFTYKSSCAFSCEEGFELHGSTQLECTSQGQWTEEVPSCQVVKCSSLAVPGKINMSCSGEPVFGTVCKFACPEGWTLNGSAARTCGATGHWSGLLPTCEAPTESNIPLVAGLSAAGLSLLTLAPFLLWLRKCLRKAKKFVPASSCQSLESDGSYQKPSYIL
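Read-out basis: % PE-positive cells; Test system: HUVEC primary endothelial cells; Technique: immunofluorescence imaging; Dosing: single-point compound dose.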
RAD52 anneal inh: RAD52 (human) annealing inhibition. recombinant RAD52 DNA annealing, FRET fluorescence. inhibition, % at 18.7 µM. P43351. AID 651710. hit rate 0.46% among 360,000;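 active = every replicate showing at least 50% inhibition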
Target sequence (P43351 whole entry, looked up): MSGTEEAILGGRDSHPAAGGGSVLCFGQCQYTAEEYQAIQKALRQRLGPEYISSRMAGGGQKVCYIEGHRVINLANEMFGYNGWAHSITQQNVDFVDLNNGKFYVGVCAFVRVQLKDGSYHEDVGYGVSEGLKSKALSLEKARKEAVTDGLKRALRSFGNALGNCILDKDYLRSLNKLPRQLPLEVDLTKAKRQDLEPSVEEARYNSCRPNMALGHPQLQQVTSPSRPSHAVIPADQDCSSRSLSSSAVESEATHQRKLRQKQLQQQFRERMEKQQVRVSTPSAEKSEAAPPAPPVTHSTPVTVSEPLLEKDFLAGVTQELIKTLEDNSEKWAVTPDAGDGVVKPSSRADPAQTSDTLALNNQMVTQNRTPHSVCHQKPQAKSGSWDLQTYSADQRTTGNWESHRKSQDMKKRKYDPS
* = called active by the depositor; / = not tested or not shown; [ ] = remark or other dose. The order is random, and some 1.4% of all compounds hit somewhere here.

SMILES | PGC1a acetyl inh | Cneo AK release | PglD inh | miR-122 sensor | ERAP1 inh | RAD54 branch | E-selectin induc | RAD52 anneal inh
Cc1cc(C(=O)OC(C)C(=O)Nc2cccc(S(=O)(=O)N3CCOCC3)c2)c(C)o1 (configuration not stated) | -15 | -1 | 6 | 1 | / | -1 | / | /
C[C@H](CO)N1C[C@H](C)[C@@H](CN(C)Cc2ccncc2)Oc2ccc(NS(=O)(=O)c3cccs3)cc2C1=O | -5 | -4 | -4 | -1[16.7 µM] | / | 0 | / | 1
CCC1=C(OC(=O)N(CC)CC)N2C(=O)OC(=NCCOC)[C@]2(Cc2ccccc2)[C@H]2C1=CC[C@H]1C(=O)N(CC)C(=O)[C@H]12 | / | 1 | -5 | 6 | -1 | -18 | 0.5 | -18
COc1ccc(NC(=O)COC(=O)c2ccc(N3CCCC3=O)cc2)cc1OC | 14 | 1 | -4 | 2 | 20 | -2 | / | -4
Cc1nc(SCC(=O)N2CC(=O)Nc3ccccc32)nc(C)c1C | -6 | / | / | / | 2 | / | 2.3 | -26
CCn1cc(/C=C(\NC(=O)c2cc(OC)c(OC)c(OC)c2)C(=O)N2CCN(C)CC2)c2ccccc21 | 0 | / | / | -4 | 1 | / | 0.2 | 3
O=C(COc1ccc(S(=O)(=O)NCc2ccccc2)cc1Cl)N1CCOCC1 | -18 | 1 | 5 | 3 | / | -6 | / | /
COc1cc(/C=C/C(=O)OCC(=O)NCCc2ccccc2)ccc1OC(F)F | / | 0 | 5 | / | 0 | -5 | -1.4 | -51
Cc1nc2c(C#N)c(C)[nH]n2c(=O)c1Cc1ccccc1 | 4 | -1 | 4 | / | -3 | -11 | / | -8
CCOc1ccc2cc(C#N)c(SCC(=O)N3CCC(C)CC3)nc2c1 | -1 | 0 | -3 | -11 | / | -4 | 1.7 | /
O=c1c(Cc2ccccc2O)c(O)nc2n1CCCS2 | -24 | -1 | 0 | -8 | -1 | -8 | / | -13
CC(=O)OC(C)CS(=O)(=O)c1ccccc1 (configuration not stated) | 6 | / | / | / | -1 | / | 8.0 | -6
CCN(CC)S(=O)(=O)c1ccc(NN=C2CCN(C(C)C)CC2)c([N+](=O)[O-])c1 | 4 | 2 | -2 | 0 | -1 | 5 | / | -10
O=C(Cc1ccccn1)N1CC(=O)N2[C@H](C1)[C@H](c1ccc(C#CC3CC3)cc1)[C@@H]2CO | -8 | / | / | / | 0 | / | -0.2 | -22
CCOC(=O)N1CCN(C(=O)c2ccc3c(=O)n(CCc4ccccc4)c(=S)[nH]c3c2)CC1 | -10 | 0 | 2 | -4 | / | -3 | / | /
N#Cc1cc(O)c(-n2nnc3ccccc32)cc1C#N | -6 | 2 | 4 | 25 | -2 | -1 | 0.7 | -4
C/C(=N\OCC(=O)OC(C)C(=O)Nc1ccc(C)c(S(=O)(=O)N2CCOCC2)c1)c1ccc2c(c1)OCO2 (configuration not stated) | 0 | 10 | -3 | -5 | -2 | -13 | -0.2 | -33
COc1cccc(COC(=O)c2ccc3c(=O)n4c(nc3c2)CCC4)c1OC | 8 | -2 | 2 | -3 | -5 | 7 | / | -24
CCC(=O)N1CCc2cc(Br)cc(S(=O)(=O)NCCN3CCCCC3C)c21 (configuration not stated) | 6 | -1 | -2 | 16 | / | -7 | / | /
O=C(c1cc(-c2ccc(Cl)cc2)n[nH]1)N1CCc2ccccc2C1 | / | 0 | 1 | / | 1 | 4 | 0.1 | 6
CC1CCc2nc3ccccc3c(C(=O)OCC(=O)N(C)C3CCS(=O)(=O)C3)c2C1 (configuration not stated) | -15 | / | / | / | 0 | / | 3.8 | -23
O=C(C[C@@H]1C[C@H]2c3cc(NC(=O)Nc4ccc(F)cc4)ccc3O[C@H]2[C@H](CO)O1)NC1CCCC1 | -3 | -6 | 0 | 1[16.7 µM] | 0 | -20 | 0.1 | 0
CCN(Cc1ccccc1)C(=O)C1CCN(c2ncnc3c2nc2n3CCCCC2)CC1 | / | -1 | -3 | 2 | 1 | 4 | / | 4
C[C@@H]1CCCCO[C@H](CN(C)C(=O)CCCN(C)C)[C@@H](C)CN([C@H](C)CO)C(=O)c2cc(NC(=O)Nc3ccc4c(c3)OCO4)ccc2O1 | -5 | 2 | 0 | 4[16.7 µM] | / | 8 | -0.1 | /
NC(=O)COC(=O)CN1C(=O)C2CCCCC2C1=O (configuration not stated) | -2 | 0 | 2 | -5 | / | -6 | / | /
CCC(=O)N(C)C[C@@H]1Oc2cc(C#CC3CCCC3)ccc2S(=O)(=O)N([C@@H](C)CO)C[C@@H]1C | -26 | -1 | 2 | 14[16.7 µM] | 0 | -4 | 0.1 | -6
COc1ccc(/C(N)=N/OC(=O)CSc2ccccc2)cc1OC | -6 | 1 | 8 | -5 | / | -3 | 7.0 | /
CCOc1ccccc1C1NC(=O)NC(C)=C1C(=O)OC1CCCCC1 (configuration not stated) | -9 | 1 | -10 | -7 | / | 6 | / | /
Cc1nc(NC(=O)c2ccc3c(c2)OCO3)ccc1Br | 1 | / | / | / | -2 | / | 0.4 | -1
COc1ccc(C)cc1S(=O)(=O)N(C)CC(=O)N1CCCCC1 | -3 | 4 | 4 | 11 | 8 | 5 | / | -4
CCOCCCNC(=O)/C(C#N)=C/c1cc(OC)c(O)c([N+](=O)[O-])c1 | -2 | / | / | / | 14 | / | 2.5 | 6
CCCN1CCC(NCC(C)c2ccccc2)CC1 (configuration not stated) | -1 | -2 | -6 | 9 | 0 | -6 | 0.1 | -15
O=C(COc1ccccc1)Nc1c2c(nn1-c1ccccc1)CS(=O)(=O)C2 | / | 34 | 3 | / | 2 | 0 | / | -3
Cc1ccc(CNC(=O)c2c(-c3ccccc3Cl)noc2C)cc1 | -1 | 1 | -3 | 4 | 1 | -1 | / | -6
Cc1cccc(OCCNc2ccc([N+](=O)[O-])cn2)c1 | -6 | 5 | -4 | -8 | 2 | -3 | 2.0 | -7
COc1ccc(C)cc1NC(=O)C1CCCN(S(=O)(=O)c2ccc3c(c2)CCCN3C(C)=O)C1 (configuration not stated) | -15 | -2 | 4 | -3 | -3 | 6 | -0.1 | -9
O=C(NNC(=O)c1cccc2ccccc12)c1cccc(F)c1 | 4 | -17 | 9 | / | 1 | 8 | 1.2 | 1
COc1ccc(Nc2c([N+](=O)[O-])ccc3c2=NC2(CCCCC2)N=3)cc1 | -1 | 1 | -1 | 0 | 0 | 2 | / | -13
COc1ccccc1CN1C[C@H](C)[C@H](OC)CN(C)C(=O)c2cc(NC(C)=O)ccc2OC[C@@H]1C | 0 | -2 | 0 | / | / | 1 | 0.0 | 12
CC(C)OCCCN1CN(S(=O)(=O)c2cccc(Cl)c2)c2nc3ccccc3nc21 | 12 | 1 | 0 | -2 | / | -6 | / | /
CCC(=O)c1ccc(OCC(O)CNC(C)c2ccccc2)cc1 (configuration not stated) | 14 | 0 | 4 | 0 | / | -5 | 0.0 | /
O=C(NCc1ccco1)NCC(F)(F)F | 9 | -3 | 0 | 15 | / | -13 | / | /
CCC(=O)c1ccc(OCC(O)CN2CC(C)OC(C)C2)cc1 (configuration not stated) | -8 | -3 | 8 | 1 | / | 6 | / | /
COc1ccc(NC(=O)N(Cc2cc3cc(C)ccc3[nH]c2=O)CC2CCCO2)cc1 (configuration not stated) | 0 | 1 | -1 | 14 | 2 | -4 | -2.2 | 9
CN1CCN(C(=O)C[C@H]2CC[C@@H]3[C@H](COC[C@@H](O)CN3C(=O)Nc3ccc(Cl)cc3)O2)CC1 | 1 | -3 | 0 | 1[16.7 µM] | 0 | 4 | 0.4 | 5
CC1(NC(=O)NCc2ccccc2)CCS(=O)(=O)C1 (configuration not stated) | 0 | / | / | 3 | 4 | / | / | -12
C[C@H]1CN([C@@H](C)CO)C(=O)c2cc(/C=C/c3ccccc3)cnc2O[C@@H]1CN(C)Cc1cccc(C(=O)O)c1 | -6 | -2 | 2 | -6[16.7 µM] | 1 | 3 | 0.1 | 19
COC(C[C@H](O)[C@H](C)[C@@H](O)COCc1ccccc1)OC | / | 3 | 0 | -2 | -3 | 1 | -0.9 | -7
CCn1ncc(C2=NOC(C(=O)Nc3cnn(C45CC6CC(CC(C6)C4)C5)c3)C2)c1C (configuration not stated) | -11 | -7 | 8 | -3 | 3 | -12 | / | -9
O=C1CNc2cc(Cl)ccc2N1 | -2 | 0 | / | 9 | -4 | 7 | 0.2 | -136

Further structures follow.
SMILES | PGC1a acetyl inh | Cneo AK release | PglD inh | miR-122 sensor | ERAP1 inh | RAD54 branch | E-selectin induc | RAD52 anneal inh
CC(=O)c1cccc(N(C(=O)CNC(=O)c2ccco2)C(C(=O)NCC2CCCO2)c2ccccc2)c1 (configuration not stated) | -1 | 3 | 0 | -2 | 6 | 4 | / | -5
Cc1cc(C)n2nc(C(=O)OCC(=O)NC(=O)c3ccccc3)nc2n1 | -20 | 3 | 2 | -3 | 1 | -2 | / | -8
Nn1c(SCC(=O)N2CCOCC2)nnc1-c1cccnc1 | / | 1 | 0 | / | 4 | 3 | / | -10
O=C(CSc1ncn[nH]1)Nc1nc(-c2ccccc2)ns1 | -13 | -2 | -1 | / | / | 11 | / | /
Brc1ccc2nc(N3CCN(c4ccccc4)CC3)sc2c1 | -10 | 1 | 0 | -12 | -2 | -5 | 0.1 | 1
COc1ccc(NC(=O)N(C)C[C@@H]2Oc3c(NS(=O)(=O)c4ccc(C)cc4)cccc3C(=O)N([C@@H](C)CO)C[C@H]2C)cc1 | 5 | -1 | 3 | 8[16.7 µM] | -4 | -1 | 1.2 | 4
COc1ccccc1C(=O)N/C(=C\c1ccc(Br)cc1)C(=O)NCCCO | -1 | / | / | / | 4 | / | 1.0 | -14
O=C(CN1CCOCC1)N[C@H]1CC[C@H](CCNC(=O)C2CCCCC2)O[C@H]1CO | 3 | 0 | 0 | / | -2 | 8 | -0.3 | 9
O=C1NC(=S)N/C1=C/c1cc([N+](=O)[O-])ccc1N1CCOCC1 | -18 | / | / | 2 | 0 | / | 0.2 | -32
CCOC(=O)C1CCN(S(=O)(=O)c2ccc3oc(=O)ccc3c2)CC1 | / | 0 | 0 | 5 | 0 | 0 | / | -11
CCc1ccccc1NC(=O)c1nnn(CC(=O)Nc2cccc(C)c2)c1N | 2 | -1 | 0 | 12 | -5 | -2 | / | -5
CC1CCN(CC(=O)Nc2cccc([N+](=O)[O-])c2)CC1 | -1 | / | / | -4 | 2 | / | / | -1
CC(=O)N(C1=C(N)C(=O)c2ccccc2C1=O)c1ccccc1 | 3 | 3 | 8 | 1 | -3 | -2 | 0.1 | -249
CC(=O)Nc1ccc2c(c1)C(=O)c1ccc(Cl)cc1-2 | -1 | -2 | -6 | -3 | -8 | 10 | / | 5
COC(=O)c1cc(C(=O)Nc2ccc(C)cn2)cc([N+](=O)[O-])c1 | -21 | 0 | 1 | -1 | 3 | 4 | / | 2

Four entries drawn at random from those above, as already listed:
SMILES | PGC1a acetyl inh | Cneo AK release | PglD inh | miR-122 sensor | ERAP1 inh | RAD54 branch | E-selectin induc | RAD52 anneal inh
COc1ccc(NC(=O)N(C)C[C@@H]2Oc3c(NS(=O)(=O)c4ccc(C)cc4)cccc3C(=O)N([C@@H](C)CO)C[C@H]2C)cc1 | 5 | -1 | 3 | 8[16.7 µM] | -4 | -1 | 1.2 | 4
CCOC(=O)C1CCN(S(=O)(=O)c2ccc3oc(=O)ccc3c2)CC1 | / | 0 | 0 | 5 | 0 | 0 | / | -11
CCc1ccccc1NC(=O)c1nnn(CC(=O)Nc2cccc(C)c2)c1N | 2 | -1 | 0 | 12 | -5 | -2 | / | -5
Brc1ccc2nc(N3CCN(c4ccccc4)CC3)sc2c1 | -10 | 1 | 0 | -12 | -2 | -5 | 0.1 | 1
